Screening data deposited in PubChem BioAssay by National Center for Advancing Translational Sciences (NCATS).
Luciferase inh: Photinus pyralis luciferase inhibition; 2.5% of 76,000 active; Potency, µM (highest dose often 115 µM), for inactives: top-dose activity change, negative = inhibition, actives largely listed as inhibitors; AID 1347043; purified P. pyralis luciferase, luminescence, biochemical; P08659; also: potency is read from the fitted curve at half-maximal effect; nearly all actives have a fitted effect of over 65% in size
Target sequence (P08659 whole entry, looked up): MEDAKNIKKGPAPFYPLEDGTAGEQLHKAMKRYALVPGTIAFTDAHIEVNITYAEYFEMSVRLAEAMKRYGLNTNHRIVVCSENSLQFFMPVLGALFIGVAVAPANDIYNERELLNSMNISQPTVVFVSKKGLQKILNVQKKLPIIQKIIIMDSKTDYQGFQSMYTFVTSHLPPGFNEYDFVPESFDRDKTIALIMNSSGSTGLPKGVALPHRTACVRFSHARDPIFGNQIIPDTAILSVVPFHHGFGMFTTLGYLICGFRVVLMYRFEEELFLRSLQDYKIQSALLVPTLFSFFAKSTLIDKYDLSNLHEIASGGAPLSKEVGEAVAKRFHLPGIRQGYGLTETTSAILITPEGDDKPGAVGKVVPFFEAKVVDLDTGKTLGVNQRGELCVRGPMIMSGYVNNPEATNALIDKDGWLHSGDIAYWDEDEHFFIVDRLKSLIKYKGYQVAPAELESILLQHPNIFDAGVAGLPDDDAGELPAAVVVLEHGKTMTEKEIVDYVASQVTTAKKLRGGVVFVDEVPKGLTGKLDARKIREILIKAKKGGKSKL
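Luminescence read by CCD imager after adding enzyme (10nM final) to wells holding compound, titrated in qHTS. Substrates 10uM each D-luciferin and ATP; buffer 50mM Tris acetate pH 7.5, 10mM Mg acetate, Tween-20, BSA.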
SNCA viab count: counter-screen for SNCA expression inhibitors: cell viability; 0.12% of 150,000 active; AID 1671193; HEK-293-SNCA-luc viability, GF-AFC fluorescence, 24 h; Potency, µM (top dose mostly 57.1 µM), for the others: at the top dose activity change, negative = cytotoxicity, actives largely listed as cytotoxic;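 also: potency is read from the fitted curve at half-maximal effect; 0% = DMSO-treated cells and -100% = medium-only wells without cells; nearly all actives have a fitted effect of over 30% in size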
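Cytotoxicity counterscreen: after 24 h compound treatment of genome-edited SNCA-luciferase HEK-293 cells, live-cell protease substrate GF-AFC read by fluorescence after 30 min; activity scaled between DMSO (0%) and medium-only (-100%), curves Hill-fitted.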
GPT2 inhibitor: GPT2 alanine aminotransferase inhibition; Q8TD30; Recombinant GPT2, coupled pyruvate oxidase/HRP Amplex Red fluorescence; Potency, µM (top dose mostly 57.7 µM), for the others: at the top dose activity change, negative = inhibition, most hits filed as inhibitors; 0.25% of 100,000 active; AID 1671188; also: potency is read from the fitted curve at half-maximal effect; nearly all actives have a fitted effect of over 60% in size; many of its hits are not listed in these tables
Target sequence (Q8TD30 whole entry, looked up): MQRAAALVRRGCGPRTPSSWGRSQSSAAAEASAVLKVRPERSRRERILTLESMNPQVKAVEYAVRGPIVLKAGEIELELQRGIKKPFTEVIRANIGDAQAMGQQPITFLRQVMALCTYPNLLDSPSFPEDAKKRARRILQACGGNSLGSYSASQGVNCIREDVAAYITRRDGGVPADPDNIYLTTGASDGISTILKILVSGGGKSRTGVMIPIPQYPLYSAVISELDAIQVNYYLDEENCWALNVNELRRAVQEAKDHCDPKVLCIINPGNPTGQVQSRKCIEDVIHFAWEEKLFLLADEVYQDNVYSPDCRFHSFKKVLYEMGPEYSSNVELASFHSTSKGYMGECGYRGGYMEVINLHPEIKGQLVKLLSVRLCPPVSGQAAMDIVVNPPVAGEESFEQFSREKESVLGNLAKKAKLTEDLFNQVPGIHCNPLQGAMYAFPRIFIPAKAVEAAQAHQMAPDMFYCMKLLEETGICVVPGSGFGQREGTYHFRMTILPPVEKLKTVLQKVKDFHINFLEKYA
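GPT2 10ng/uL, a-KG 250uM, L-Ala 2mM, HEPES pH7.5 + 0.0001% Tween; 30 min RT. Then Amplex mix (PO/HRP/ThPP), 30 min RT dark, fluorescence. AOA 50uM used as positive control.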
NIH3T3 tox: NIH 3T3 cell cytotoxicity; NIH 3T3 viability, CellTiter-Glo ATP luminescence, 48-72 h; Potency, µM (highest dose often 96.7 µM), for the others: at the highest dose activity change, negative = cytotoxicity, usual class: inhibitors; 4.3% of 94,000 active; also: potency is read from the fitted curve at half-maximal effect; nearly all actives have a fitted effect of over 55% in size
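Cells were seeded at 400 per well, treated with pin-transferred compound, and kept 48 or 72 hr at 37 °C before CellTiter-Glo addition and luminescence imaging of cellular ATP.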
SNCA expr inhib: inhibitors of alpha-synuclein (SNCA) gene expression | HEK-293 SNCA-luciferase knock-in, luminescence, 24 h | Potency, µM (titrated, usually from 57.2 µM), without a hit: at the highest dose activity change, negative = inhibition, most hits filed as inhibitors | 0.17% of 140,000 active | AID 1671194;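 also: potency is read from the fitted curve at half-maximal effect; plate controls were DMSO cells for no effect and cell-free wells for full effect; nearly all actives have a fitted effect of over 45% in size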
IP6K1 inhibitor: inhibitors of human IP6K1; 0.81% of 140,000 active; IP6K1 kinase, ADP-Glo luminescence, 2 h; hits give low values; activity change, % (series mostly up to about 58 µM); in the data active = activity change below about -25%
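ADP-Glo luminescence measures ADP made by human IP6K1 during a 2 h RT reaction with ATP/IP6 (mix at 1.3 mM/130 uM); top library doses 57.5 and 19.1 uM final.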
HEK cytotox: cytotoxic compounds in HEK 293 cells. Potency, µM (titrated, usually from 115 µM), inactives show top-dose activity change, negative = cytotoxicity, actives largely listed as inhibitors. 6.6% of 94,000 active. HEK 293 viability, ATP luminescence (CellTiter-Glo), 48-72 h; also: potency is read from the fitted curve at half-maximal effect; nearly all actives have a fitted effect of over 60% in size
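HEK 293 cells at 250 cells/well were exposed to compounds by pintool transfer for 48 or 72 hr at 37 degree Celsius, 5% CO2. Viability was read as ATP-coupled luminescence with CellTiter-Glo after 10 min at room temperature.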
* = called active by the depositor; i = inactive; u = inconclusive; x = not tested or not shown; [ ] = dose if it differs, or a comment. Unless noted, calls follow the shape of the dose curve; as a rule, active = well fitted curve in the direction sought with a large enough effect; inconclusive = small, poorly fitted or top-dose-only effect, or another doubt; inactive = no such curve, though single readings can be large; an effect the other way counts as inactive or inconclusive. Unless noted, % is scaled to controls: 0 for no effect and ±100 for the full control effect.

mol	GPT2 inhibitor	Luciferase inh	SNCA viab count	NIH3T3 tox	IP6K1 inhibitor	SNCA expr inhib	HEK cytotox
CC1(C)CNC(=O)c2nc(CC3CCCCN3C3CCCC3)[nH]c2C1 (configuration not stated)	-33%	-9%	4%	i	14	-7%	-2%
O=C(NCCCc1ccccc1)C1CCN(C(=O)N2CC3CC(C2)[C@H]2CCCC(=O)N2C3)CC1 (some centres not stated)	-7%	9%	-21%	-8%	2	1%	4%
CC1(C)Oc2ncnc(N)c2N=C1c1ccc(C2CCC(CC(=O)O)CC2)cc1 (configuration not stated)	-8%	x	2%	x	23	x	x
CN(CC1CCOCC1)C(=O)C1CCCC1	i	1%	0%	3%	16	-12%	4%
COc1cccc(Cn2c(SCc3ccc(C(=O)N4CCCCC4)cc3)nc3ccncc32)c1	x	x	-4%	x	-3	12%	x
COc1ccc(C(=O)N2CCCC(C(=O)NCc3ccncc3)CCNC(=O)CC2)c(OC)c1 (configuration not stated)	-30%	-3%	6%	i	-5	-10%	i
CCOC(=O)c1c(C)oc2nc(C)nc(NCc3ccc(OC)cc3)c12	x	x	-9%	x	1	u	x
NC(=O)[C@@H]1CN(C(=O)c2ccncc2)C[C@H]1COc1ccccc1	i	-6%	10%	-11%	0	-6%	i
Cc1ccc(CNC(=O)c2ccc3c(c2)CN(Cc2nccs2)CCO3)cc1	-10%	1%	-7%	-16%	2	-3%	-24%
CCC(C(=O)N1CCN(c2cc(Cl)ccc2C)CC1)n1nc(C)c2sc3ccccc3c2c1=O (configuration not stated)	x	x	10%	x	-4	14%	x
COc1ccc(CN2C[C@H]3CN(C(=O)NCc4ccccc4)CCN3C2=O)cc1	0%[88.5 µM]	3%[172 µM]	1%[87.6 µM]	-5%[174 µM]	-2	25%[87.6 µM]	-1%[172 µM]
CCOc1ccc(C(=O)NC2CC(c3cc(N4CCOCC4)ncn3)C2)o1 (configuration not stated)	0%	-5%	5%	-21%	6	u	-18%

Next part
mol	GPT2 inhibitor	Luciferase inh	SNCA viab count	NIH3T3 tox	IP6K1 inhibitor	SNCA expr inhib	HEK cytotox
Cc1ccc(CNC(=O)c2ccc3c(c2)n(Cc2ccccc2)c(=O)c2ccnn23)o1	-3%	0%	5%	u	11	21%	u
CCCCNC(=O)c1nn(C)c2c1CSc1ccccc1-2	x	x	5%	x	-11	52%[activator]	x
Cc1ccc(-c2nc(C(=O)N3CCN(c4ccccc4F)CC3)no2)cc1	-5%	u	8%	u	3	2%	u
COCCC1(NS(C)(=O)=O)CCN(S(=O)(=O)c2ccc3c(c2)CCC3)CC1	-13%	3%	1%	-14%	-8	-17%	4%
COCC(=O)N[C@H]1C[C@@H](c2nc(-c3ccc4c(c3)OCO4)no2)N(C)C1	-34%[88.5 µM]	-2%[172 µM]	-3%[87.6 µM]	-17%[174 µM]	-12	35%[activator][87.6 µM]	4%[172 µM]
COc1ccc(C2c3c(n(C)c4ccccc34)C(=O)N2CC(=O)Nc2c(C)cc(C)cc2C)cc1 (configuration not stated)	x	x	-18%	x	10	u	x
COc1ccc(C(=O)NCCc2csc(-c3ccc(Cl)cc3)n2)c(OC)c1	x	x	-16%	x	8	12%	x
CCOC(=O)c1cc(S(=O)(=O)N2CCN(c3cc(Cl)ccc3C)CC2)[nH]n1	x	x	24%	x	-24	12%	x
COc1ccc(C(=O)Nc2nonc2-c2ccc(OC)c(OC)c2)cc1Cl	x	x	1%	x	-4	0%	x
CCOc1ccc(OCC)c(NC(=O)CCc2nc3cccnc3n2-c2ccccc2)c1	x	x	-9%	x	30	-18%	x
COc1ncccc1C(=O)N1C[C@@H](CN2CCCCC2)[C@@H](CO)C1	-10%	4%	5%	-3%	7	-16%	3%
COCCNC(=O)Cc1c[nH]c2ncc(-c3ccccc3C)cc12	-1%[88.5 µM]	5%[172 µM]	1%[87.6 µM]	u	-18	0%[87.6 µM]	u

Additional compounds:
mol	GPT2 inhibitor	Luciferase inh	SNCA viab count	NIH3T3 tox	IP6K1 inhibitor	SNCA expr inhib	HEK cytotox
N#Cc1cccc(C(=O)Nc2ccc3ncnc(N4CCCCC4)c3c2)c1	i	5%	-24%	u	4	-1%	u
COc1ccc(S(=O)(=O)N2CCN(c3ccc(Cl)c(Cl)c3)CC2)c2ccccc12	x	x	8%	x	6	-1%	x
CNC(=O)CN1CCCC(N2CCN(c3ccccc3F)CC2)C1 (configuration not stated)	-8%	6%	-12%	-20%	6	2%	-10%
O=C(c1ccc2c(c1)OCO2)N1CCN([S+](=O)([O-])c2ccc(Cl)nc2)C(=O)C1	-11%	x	-1%	i	8	-5%	i
COc1ccc(CNC(=O)c2ccc(Cn3ccn4nc5c(c4c3=O)CCCC5)cc2)c(OC)c1	1%	-10%	5%	-27%	-7	u	u
CCCn1ccc2c(OCC(=O)NCc3ccc(C)cc3)cccc2c1=O	x	x	1%	x	12	-19%	x
O=C(Cc1ccc2c(c1)OCO2)N[C@@H]1CCOC[C@H]1Oc1ccccn1	-7%	-3%	22%	0%	0	36%[activator]	-2%
CC(C)NC(=O)N1CC[C@@H](CC(=O)O)[C@@H](CC2=NCCc3ccc(C(C)(C)C)cc32)C1	u	3%[172 µM]	-11%[87.6 µM]	-4%[174 µM]	15	5%[87.6 µM]	-16%[172 µM]
Cc1ccc(C(=O)N2CCC3(CC2)NC(=O)N(c2ccccc2)N3)cc1	u	4%	-1%	u	6	u	u
Cc1noc2c(N3CC[S+](=O)([O-])CC3)cc(-c3cccc(C(F)(F)F)c3)nc12	1%[88.5 µM]	3%[172 µM]	0%[87.6 µM]	u	-7	-16%[87.6 µM]	u
O=C(NC1CCCN(CCn2nc3n(c2=O)CCCC3)C1)c1ccccc1F (configuration not stated)	x	x	x	-3%	1	x	i
CNC(=O)[C@@H]1CN(C(=O)c2ccc(C)[nH]c2=O)C[C@H]1c1nc(COC)no1	i	-14%	u	u	1	-5%	-16%

Reprinted at random: 2 entries already listed
mol	GPT2 inhibitor	Luciferase inh	SNCA viab count	NIH3T3 tox	IP6K1 inhibitor	SNCA expr inhib	HEK cytotox
CCCn1ccc2c(OCC(=O)NCc3ccc(C)cc3)cccc2c1=O	x	x	1%	x	12	-19%	x
Cc1noc2c(N3CC[S+](=O)([O-])CC3)cc(-c3cccc(C(F)(F)F)c3)nc12	1%[88.5 µM]	3%[172 µM]	0%[87.6 µM]	u	-7	-16%[87.6 µM]	u

More structures:
mol	GPT2 inhibitor	Luciferase inh	SNCA viab count	NIH3T3 tox	IP6K1 inhibitor	SNCA expr inhib	HEK cytotox
CC(=O)Nc1ccc(CN2CC[C@H](c3nc4ccccc4[nH]3)C2)cc1	0%[88.5 µM]	5%[172 µM]	-6%[87.6 µM]	-23%[138 µM]	-7	21%[87.6 µM]	-29%[172 µM]
O=C(N[C@H](c1cccs1)C1CC(O)C1)c1cnn2cc(CCO)cnc12 (some centres not stated)	i	0%	0%	i	0	-22%	i
O=c1[nH]c(N2CCc3ccccc3C2)nc2c1CCN(Cc1cccnc1)CC2	i	6%	-5%	-20%	-8	26%	-13%
O=C(c1ccccc1Cl)N1CCCC(C(=O)N2CCC(c3nc4ncccc4[nH]3)CC2)C1 (configuration not stated)	-2%	x	1%	-10%	-10	2%	3%
CCOC(=O)C1CCCN(C(=O)c2cc(-c3ccc(Cl)cc3Cl)c3nncn3n2)C1 (configuration not stated)	i	x	-8%[12.5 µM]	u	21	-3%	u
COCCNC(=O)[C@@H]1CCC[C@@H](NCc2nccs2)CN(C)C(=O)C1	i	-13%[172 µM]	5%[87.6 µM]	-39%[174 µM]	-14	1%[87.6 µM]	-22%[172 µM]
O=C(c1ccoc1)N1CCC2(CC1)CN(c1ccncn1)CC2CO (configuration not stated)	i	4%	6%[12.5 µM]	-12%	35	0%	i
Clc1cccc(CN2CC[C@H](c3nc4ccccc4s3)C2)c1	-5%[88.5 µM]	50µM*	1%[87.6 µM]	u	-11	119%[activator][87.6 µM]	100µM*
COc1cccc(Cn2nnc3c(=O)[nH]c(C4CCCN(C(=O)c5ccccc5Cl)C4)nc32)c1 (configuration not stated)	x	x	u	x	14	u	x
COc1ccc(-c2cc(NCc3ccc(C)cc3)n3cnnc3n2)cc1	x	x	-26%	x	11	-1%	x
O=C(NCc1ccccc1)N1CCC(N2C(=O)C3(CCCCC3)C2c2ccncc2)CC1 (configuration not stated)	i	0%	-5%[12.5 µM]	-4%	-2	55%[activator]	i
CS(=O)(=O)N1CCN2C(=O)N(Cc3ccc(F)cc3)C[C@H]2C1	i	0%[172 µM]	-13%[87.6 µM]	1%[174 µM]	3	-17%[87.6 µM]	-16%[172 µM]

The listing continues:
mol	GPT2 inhibitor	Luciferase inh	SNCA viab count	NIH3T3 tox	IP6K1 inhibitor	SNCA expr inhib	HEK cytotox
CC1(c2ccccc2)N(Cc2ccccc2F)C(=O)OC12CCN(C(=O)COc1ccccc1C(N)=O)CC2 (configuration not stated)	3%	-3%	4%	u	-18	4%	u
CC(=O)NC1CCN(c2ccc3nnc(C)n3n2)CC1	x	x	x	u	5	x	-7%[172 µM]
CS(=O)(=O)c1ccc(OCC2(CNCc3ccc(Cl)cc3)C[C@@H](O)[C@@H](O)C2)cc1 (some centres not stated)	-5%	0%	-14%	1%	8	10%	-1%
COCCNC(=O)[C@@H]1C[C@H](Oc2ccccc2)CN1S(=O)(=O)Cc1ccccc1F	-1%	-5%	-27%	-12%	1	-46%	4%
COc1ccc([C@H]2C[C@@H](O)[C@@H](O)[C@@H]2NCc2nc3ccccc3n2C)cc1	i	5%[172 µM]	5%[87.6 µM]	-10%[174 µM]	-5	30%[activator][87.6 µM]	-4%[172 µM]
COc1ccccc1-c1cc(-c2cccs2)nc2c(C)noc12	i	7%[172 µM]	1%[87.6 µM]	u	-19	-15%[87.6 µM]	u
CN(Cc1cc(C(C)(C)C)n[nH]1)C(=O)c1ccccc1C1CCNC1 (configuration not stated)	-7%	5%	-3%	-10%	-10	-3%	-2%
O=C(CC1C(=O)NCCN1Cc1ccccc1)NC1C2CC3CC(C2)CC1C3 (configuration not stated)	-17%	9%	4%	-24%	19	17%	-18%
CCCNC(=O)N1C[C@@H](Oc2cccnc2)C[C@@H]1C(=O)N1CCOCC1	-16%	-4%	7%	-13%	10	-2%	-29%
Cc1ccccc1C(=O)Nc1ccc2nc(Nc3cccc(C(F)(F)F)c3)cc(C)c2c1	x	x	-8%	x	-1	u	x
COc1ccc2c(CNCc3cccs3)c(C(=O)O)n(Cc3ccc(F)cc3Cl)c2c1	x	x	3%	x	35	21%	x
CCC(CC)NC(=O)c1cnc2cc(C)nn2c1	i	x	-9%[87.6 µM]	2%[138 µM]	-1	u	i
COc1ccccc1CNc1nc(-c2ccco2)nn1C(=O)c1ccccc1[N+](=O)[O-]	x	x	-11%	x	-9	74%[activator]	x
Cn1cccc1C(=O)N[C@H]1CCN2C(=O)c3cc(Br)ccc3NC(=O)[C@@H]2C1	3%[88.5 µM]	0%[172 µM]	-2%[87.6 µM]	1%[174 µM]	5	-5%[87.6 µM]	-8%[172 µM]
